Fam108B counter – blocks mouse Fam108B hydrolase in RBBP9 counter-screen | recombinant Fam108B, FP-Rh probe fluorescence polarization | inhibition, % at 9.51 µM | 300,000 compounds, 0.33% hits | AID 1947;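 active means inhibition above the screen mean inhibition plus 3 SD, computed separately per campaign, cut at about 18% in these data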;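 further: inhibitors lower polarization as less probe binds the enzyme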
EBNA-1 inhibitor – blocks EBNA-1 binding to DNA; EBNA-1 DNA binding, fluorescence polarization; inhibition, % at 14.8 µM; 300,000 compounds, 0.34% hits; in the data active means inhibition above about 28%
Bcl-xL primary – inhibitors of human Bcl-xL; GST-Bcl-xL / FITC-Bim BH3 peptide fluorescence polarization; Q07817; inhibition, % at 10.9 µM; 320,000 compounds, 0.7% hits;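 active means inhibition above the mean of all tested compounds plus 3 SD, cutoff set per campaign, cut at about 30% in these data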;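 further: 0% = DMSO wells and 100% = unlabeled Bim-BH3 peptide competitor; inhibitors lower millipolarization by displacing the labeled peptide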
Target sequence (Q07817 whole entry, looked up): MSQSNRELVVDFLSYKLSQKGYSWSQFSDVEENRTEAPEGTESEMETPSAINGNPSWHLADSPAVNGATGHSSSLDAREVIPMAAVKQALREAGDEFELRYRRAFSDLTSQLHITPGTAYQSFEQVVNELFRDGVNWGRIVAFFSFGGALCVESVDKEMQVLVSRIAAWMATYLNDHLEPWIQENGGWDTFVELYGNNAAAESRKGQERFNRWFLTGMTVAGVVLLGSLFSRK
ZTA DNA inh – ZTA (EBV) inhibition in EBNA-1 counter-screen | 320,000 compounds, 0.15% hits | AID 2234 | P03206 | inhibition, % at 11 µM | ZTA-DNA binding, fluorescence polarization; in the data active means inhibition above about 33%
MEX-5 binding – C. elegans MEX-5 TCR-2 RNA binding activity | Q9XUB2 | MEX-5/FITC-TCR2 RNA binding, fluorescence polarization; hits give low values | activity score (negative = inhibition of binding), % at 10 µM | 300,000 compounds, 0.38% hits | AID 1832;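 active means inhibition past about -25% in most replicates, and total fluorescence under double the plate's negative control median, limit read from the data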;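 further: 0% = DMSO and -100% = 5 µM competing unlabeled TCR2 RNA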
MCL1-BIM inh – inhibitors of human MCL1 binding to BIM-BH3 peptide | Q07820 | 320,000 compounds, 0.68% hits | GST-MCL1 / FITC-Bim-BH3 fluorescence polarization | inhibition, % at 10.9 µM;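 active means inhibition above the mean inhibition of all tested compounds plus 3 SD, set per campaign, cut at about 40% in these data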;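 further: 0% = DMSO wells and 100% = unlabeled Bim-BH3 peptide control; higher means more loss of mP so more displacement of Bim peptide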
Target sequence (Q07820 whole entry, looked up): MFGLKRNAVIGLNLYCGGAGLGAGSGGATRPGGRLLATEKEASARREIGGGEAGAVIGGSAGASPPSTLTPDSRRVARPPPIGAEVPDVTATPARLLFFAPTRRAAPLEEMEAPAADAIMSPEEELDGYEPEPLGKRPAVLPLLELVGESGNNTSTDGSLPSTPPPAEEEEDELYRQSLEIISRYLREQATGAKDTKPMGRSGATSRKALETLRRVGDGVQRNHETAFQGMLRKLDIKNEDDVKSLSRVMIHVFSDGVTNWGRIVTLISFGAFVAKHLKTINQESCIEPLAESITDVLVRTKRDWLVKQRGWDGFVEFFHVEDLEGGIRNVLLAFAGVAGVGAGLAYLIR
GLD-1 TGE inh – GLD-1-TGE RNA interaction inhibition (C. elegans); purified GLD-1 + fluorescein TGE RNA, fluorescence polarization; inhibition, % at 5.96 µM; 320,000 compounds, 0.44% hits;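 active means percent inhibition above a per-plate cutoff, the plate mean of test compounds plus 3 SD, cut at about 30% in these data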;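 further: 0% = DMSO wells with GLD-1 and probe and 100% = wells lacking GLD-1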
Target sequence (Q17339 whole entry, looked up): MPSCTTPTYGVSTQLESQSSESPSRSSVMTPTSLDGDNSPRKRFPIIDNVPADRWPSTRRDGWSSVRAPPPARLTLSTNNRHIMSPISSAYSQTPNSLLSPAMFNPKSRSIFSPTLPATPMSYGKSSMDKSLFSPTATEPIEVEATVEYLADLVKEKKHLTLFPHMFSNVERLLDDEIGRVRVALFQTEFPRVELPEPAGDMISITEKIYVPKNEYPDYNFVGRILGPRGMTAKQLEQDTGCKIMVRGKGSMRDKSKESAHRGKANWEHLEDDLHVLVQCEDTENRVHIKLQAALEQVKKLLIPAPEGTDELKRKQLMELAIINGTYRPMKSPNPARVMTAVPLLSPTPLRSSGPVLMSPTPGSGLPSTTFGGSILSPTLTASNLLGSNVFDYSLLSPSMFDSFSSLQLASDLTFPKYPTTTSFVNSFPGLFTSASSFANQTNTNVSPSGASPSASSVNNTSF
Efflux pump mplx – blocks antifungal efflux pumps in multiplex yeast assay. inhibition, % at 10 µM. 330,000 compounds, 0.44% hits. AID 485275. S. cerevisiae Candida pump triplex, Nile Red efflux;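 active means plate passing quality check with inhibition over a set limit, or well fluorescence over plate mean plus 4 SD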;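 further: Nile Red retained in pooled yeast measured as flow cytometry median fluorescence; 0% = buffer negative control and 100% = Enniatin B positive control; higher means more Nile Red kept so more efflux inhibition; some compounds called inactive have numbers as strong as hits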
Yeast superoxide – yeast age-related superoxide inhibition as caloric restriction mimetic; S. cerevisiae aged cells, superoxide DHE fluorescence; hits give low values; 330,000 compounds, 0.18% hits; superoxide response (% of plate mean), % at 10 µM;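 active means superoxide response under a set limit, about three screen SD below normal, cut at about 65% in these data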;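 further: yeast aged for seven days with compound at 30 °C before DHE staining; 100% = average MFI of all compound-treated wells on the plate with controls excluded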
The depositor's hits bear a star; nt = no result given.

SMILES	Fam108B counter	EBNA-1 inhibitor	Bcl-xL primary	ZTA DNA inh	MEX-5 binding	MCL1-BIM inh	GLD-1 TGE inh	Efflux pump mplx	Yeast superoxide
COc1ccc(NC(=O)CSc2nccn2Cc2ccco2)cc1OC	5	-1	15	-5	-1.0	5	-5	0.3	106
COc1ccc(NC(=O)CCS(=O)(=O)c2ccccc2)c(OC)c1	-3	-10	-1	2	0.5	3	-4	-0.1	83
COCCn1cc(C(=S)N2CCCCC2)c2ccccc21	4	-16	1	-15	-1.8	3	1	0.1	86
CCOC(=O)C1CCN(C(=O)Cc2ccc(-c3ccccc3)cc2)CC1	5	-3	4	-8	-6.1	9	2	0.1	104
COc1cc(-c2nnc(-c3cccnc3)o2)cc(OC)c1OC	1	12	7	12	0.7	4	5	-0.1	90
CCOC(=O)c1cn(Cc2ccc(Cl)cc2Cl)c2cc(C)nn2c1=O	-2	5	3	-9	-0.6	3	5	-0.1	106
O=C(CNc1ccc(Br)cc1)Nc1ccc(S(=O)(=O)N2CCCC2)cc1	nt	nt	-1	14	nt	-4	7	0.2	100
Cc1ccc[n+](CC(=O)c2cc3ccccc3oc2=O)c1	1	4	6	-11	0.2	2	2	-0.2	82
CCOC(=O)C1CCCN(C/C(O)=C(\C#N)c2nc(-c3ccccc3)cs2)C1 (stereo not given)	-3	1	0	-19	2.1	1	-6	-0.1	103
CC(=O)OCC(=O)Nc1ccc(C(C)=O)cc1	4	5	-7	-6	-2.0	-9	-1	0.0	92
COc1ccc(C2CC(O)(c3ccccc3)Oc3c(C)ccc(C)c32)cc1 (stereo not given)	nt	nt	nt	nt	1.3	nt	4	0.5	88
O=C(Cn1ccc([N+](=O)[O-])n1)NCc1ccco1	-2	8	2	8	0.5	-3	8	-0.1	111
CCC(C)NC(=S)NNC(=O)c1ccc(C(C)(C)C)cc1 (stereo not given)	-2	-16	4	7	-1.5	8	8	0.0	96
CCOC(=O)Cc1nnc2c(Nc3ccc(C)cc3)nc3nonc3n12	-6	-12	0	3	-1.2	-4	5	0.0	109
COc1ccc(CN2C(=O)c3cccnc3C2=O)cc1S(=O)(=O)N(C)c1ccc(C)cc1	1	-2	5	-4	-1.8	-7	-5	0.6	85
Nc1nc(NCC2CCCO2)nc(Nc2ccccc2F)c1[N+](=O)[O-] (stereo not given)	2	-7	10	-11	1.8	-1	-4	0.2	100
CC1CCc2nc(NC(=O)CN3CCN(c4ccccc4)CC3)sc2C1 (stereo not given)	4	6	1	1	0.6	-1	1	-0.1	105
Cc1cc(C)c2c(N)c(C(=O)N3CCc4ccccc4C3)sc2n1	7	12	3	-9	-1.9	-3	3	0.1	75
O=C(CN(Cc1ccco1)C(=O)Cn1nnc(-c2ccc(F)cc2)n1)NC1CCCC1	3	-7	0	17	2.3	-10	0	0.0	88
c1ccc2oc(NC3=NCN(C4CCCCC4)CN3)nc2c1	-1	-15	3	5	0.3	3	-1	0.1	107
CCc1ccccc1NC(=O)CCS(=O)(=O)c1ccc(Br)cc1	4	-23	-6	-6	0.0	2	-20	0.3	100
FC(F)(F)c1ccccc1-n1c(-c2cnccn2)n[nH]c1=S	0	-2	-12	9	-0.4	-7	1	0.0	90
CC(C)c1ccc(/C=C(/C#N)c2nnc(NC(=O)c3ccccc3)s2)cc1	5	-3	-3	7	nt	-5	-10	0.9	105
COc1ccc(N2C(=O)CC(NNc3nc4ccccc4s3)C2=O)cc1 (stereo not given)	-1	-9	-7	-6	-0.9	-11	-7	0.0	95
O=C(Nc1ccc(F)c([N+](=O)[O-])c1)C(=O)c1c(O)[nH]c2ccccc12	0	0	14	-4	2.5	15	3	-0.1	69
CN1CCN(S(=O)(=O)c2ccc(SCCOc3ccc(Cl)cc3)nc2)CC1	nt	nt	4	-10	nt	4	-5	0.6	109
Cc1ccc2[nH]c(=O)c(CN(Cc3ccco3)C(=O)N3CCOCC3)cc2c1	3	-7	2	-6	-2.2	2	1	0.1	92
CCOc1ccc2nc(N(CCN(C)C)C(=O)c3ccc4ccccc4c3)sc2c1	3	-23	-1	-19	0.2	0	0	-0.3	99
CC(=O)c1ccc(N2CCCCC2)c(F)c1	0	-3	1	7	0.1	-3	-3	0.0	76
O=C(Nc1ccc(S(=O)(=O)N2CCOCC2)cc1)c1ccc(Cl)cc1Cl	-5	4	4	-15	0.5	-3	6	0.1	98
CCNC(=O)c1cc(Cl)ccc1OC	4	5	4	-1	-1.8	1	4	-0.1	92
CN(C)S(=O)(=O)c1cccc(NC(=O)c2ccc(OC(F)(F)F)cc2)c1	0	-2	7	0	1.7	3	0	-0.2	93
CCC(CC)C(=O)Nc1cccc(C(=O)NC(C)(C)C)c1	0	8	3	10	1.1	1	0	0.0	89
COc1ccc(CCNC(=O)C2CCN(Cc3nc(-c4ccccc4C)oc3C)CC2)cc1OC	3	6	1	-1	2.6	-3	-5	0.1	102
N/C(=N\OC(=O)CCC1CCCCC1)c1ccccn1	4	4	2	14	-1.6	6	-3	0.0	117
CCC(c1nnc(SCc2nc3ccccc3s2)n1Cc1ccccc1)N(C)C (stereo not given)	1	-1	-6	9	2.8	-11	0	-0.1	82
O/N=C/c1ccc2ccccc2c1	1	-4	3	-11	0.6	0	3	-0.2	104
O=c1c2ccccc2nnn1Cc1ccccc1Cl	2	1	5	-10	-0.4	-1	-1	0.0	122
CCCn1ncc(C(=O)NC2CCCN(Cc3ccc(Cl)cc3)C2)c1C (stereo not given)	3	2	1	13	3.7	11	1	-0.1	98
COc1ccc(S(=O)(=O)CCC(=O)Nc2c(C)n(C)n(-c3ccccc3)c2=O)cc1	0	-4	3	-2	nt	-3	5	-0.1	94
CCn1c(-c2ccccc2)csc1=Nc1ccc(S(=O)(=O)O)cc1	-1	-5	2	9	0.2	0	-6	0.1	105
CCN(CC)S(=O)(=O)c1ccc(Cl)c(NC(=O)c2cc(Cl)ccc2Cl)c1	1	9	4	-12	2.1	-6	0	-0.2	113
Cc1[nH]c2ccccc2c1C(=O)COC(=O)c1cccc(S(=O)(=O)N2CCCCC2)c1	-30	-12	3	-13	0.9	-1	3	0.8	97
O=C(CSc1ncn[nH]1)Nc1ccccc1-c1ccccc1	0	2	2	0	0.6	0	-6	0.0	99
COC(=O)CNS(=O)(=O)c1ccc(Cc2ccc(S(=O)(=O)NCC(=O)OC)cc2)cc1	2	8	2	4	0.9	4	1	0.0	79
O=C(Nc1ccc(O)cc1)c1ccc2c(c1)C(=O)N(Cc1cccnc1)C2=O	0	10	8	16	-0.8	4	4	0.1	100
COC(=O)c1cc(C(C)=O)n2ccccc12	4	2	4	-10	-0.4	-3	1	-0.1	86
CCC(=O)c1ccc(OCC(=O)NC2(C#N)CCCCC2)cc1	2	-1	4	-1	nt	0	5	-0.1	101

Profiles, looked up by structure:
CCC(c1nnc(SCc2nc3ccccc3s2)n1Cc1ccccc1)N(C)C (stereo not given) in the list: Fam108B counter: 1; EBNA-1 inhibitor: -1; Bcl-xL primary: -6; ZTA DNA inh: 9; MEX-5 binding: 2.8; MCL1-BIM inh: -11; GLD-1 TGE inh: 0; Efflux pump mplx: -0.1; Yeast superoxide: 82
CN1CCN(S(=O)(=O)c2ccc(SCCOc3ccc(Cl)cc3)nc2)CC1 in the list: Fam108B counter: nt; EBNA-1 inhibitor: nt; Bcl-xL primary: 4; ZTA DNA inh: -10; MEX-5 binding: nt; MCL1-BIM inh: 4; GLD-1 TGE inh: -5; Efflux pump mplx: 0.6; Yeast superoxide: 109

Following part
SMILES	Fam108B counter	EBNA-1 inhibitor	Bcl-xL primary	ZTA DNA inh	MEX-5 binding	MCL1-BIM inh	GLD-1 TGE inh	Efflux pump mplx	Yeast superoxide
COc1cccc(C(=O)NCC(=O)N/N=C/c2cccnc2)c1	-1	2	2	-3	2.8	2	0	-0.1	105
COc1ccc(C2C3=C(CC(C)(C)CC3=O)Nc3cc4c(cc32)OCO4)cc1 (stereo not given)	-2	6	1	18	0.5	3	5	0.0	90
COCCN(C(=O)CSc1nnc(Nc2ccc(C)cc2)s1)c1c(N)n(CC(C)C)c(=O)[nH]c1=O	6	-5	-3	-2	-1.5	0	3	0.1	106
CC(=O)Nc1ccc(C(=O)NN2C(=O)NC3(CCCCC3)C2=O)cc1	5	-13	3	-7	3.4	4	-8	-0.1	96
Cc1ccc(/C(N)=N/OC(=O)c2cccc(F)c2)cc1	-5	-4	-1	5	0.5	-2	-2	0.3	112
O=C(Nc1ccccc1)c1ccc(S(=O)(=O)NCc2ccco2)cc1	3	7	4	4	0.4	-2	3	0.0	81
N/N=C(\c1ccccc1)c1cc(Br)ccc1N	-3	-4	-2	-7	0.2	-11	-2	0.3	105
COc1ccc(-n2nc(C(=O)NCC(=O)NC3CCCCC3)c3ccccc3c2=O)c(OC)c1	0	3	12	-1	0.1	6	1	1.3	104
COCCOC(=O)c1sc2nc[nH]c(=O)c2c1C	-1	6	17	16	0.2	9	4	-0.1	80
Cc1cc(CN2C(=O)c3ccccc3C2=O)no1	4	-4	7	6	1.6	6	0	-0.1	102
Cc1ccc(NC(=O)C(=O)NCC2CCCN2S(=O)(=O)c2cccs2)cc1 (stereo not given)	-4	-1	9	0	0.4	1	0	-0.1	102
S=c1[nH]nc(Cc2cccc3ccccc23)o1	0	6	-33	2	-0.3	-25	1	0.0	113

Part of the list above in a different format.
SMILES: O=C(Nc1ccccc1)c1ccc(S(=O)(=O)NCc2ccco2)cc1
- Fam108B counter: 3
- EBNA-1 inhibitor: 7
- Bcl-xL primary: 4
- ZTA DNA inh: 4
- MEX-5 binding: 0.4
- MCL1-BIM inh: -2
- GLD-1 TGE inh: 3
- Efflux pump mplx: 0.0
- Yeast superoxide: 81

SMILES: N/N=C(\c1ccccc1)c1cc(Br)ccc1N
- Fam108B counter: -3
- EBNA-1 inhibitor: -4
- Bcl-xL primary: -2
- ZTA DNA inh: -7
- MEX-5 binding: 0.2
- MCL1-BIM inh: -11
- GLD-1 TGE inh: -2
- Efflux pump mplx: 0.3
- Yeast superoxide: 105

SMILES: Cc1ccc(NC(=O)C(=O)NCC2CCCN2S(=O)(=O)c2cccs2)cc1 (stereo not given)
- Fam108B counter: -4
- EBNA-1 inhibitor: -1
- Bcl-xL primary: 9
- ZTA DNA inh: 0
- MEX-5 binding: 0.4
- MCL1-BIM inh: 1
- GLD-1 TGE inh: 0
- Efflux pump mplx: -0.1
- Yeast superoxide: 102

(further entries)
SMILES	Fam108B counter	EBNA-1 inhibitor	Bcl-xL primary	ZTA DNA inh	MEX-5 binding	MCL1-BIM inh	GLD-1 TGE inh	Efflux pump mplx	Yeast superoxide
O=C(NCc1ccccc1)C1=C[C@H](c2ccc(Br)cc2)C[C@H](OCCCCO)O1	-3	-3	-2	-1	0.8	-6	9	0.1	103
Cc1nonc1NC(=O)CSc1nnnn1-c1ccccc1	0	-2	1	3	1.2	-3	-5	-0.1	107
O=C(CSc1nc2cc(Cl)ccc2s1)N1CCCc2ccccc21	3	1	2	3	-3.9	1	4	0.0	103
CC(C)CC(=O)NCCCN1CCN(CCCNC(=O)CC(C)C)CC1	2	6	6	-3	0.7	6	3	0.0	100
C#CC(C)(C)NC(=O)c1sccc1Oc1ccc(F)cc1[N+](=O)[O-]	-2	-17	1	8	0.4	-4	5	0.2	112
CCOc1ccc(-n2c(=S)sc3c(=O)[nH]c(SCC(=O)NCC4CCCO4)nc32)cc1 (stereo not given)	5	0	4	-2	3.1	5	2	0.8	103

Bioassay records (PubChem)
